Compound activity: PubChem BioAssay, National Center for Advancing Translational Sciences (NCATS)
FBPA coupling cs = coupling enzyme interference in Giardia aldolase counter-screen; activity change, negative = inhibition, % at 58.2 µM, hits read low; coupling enzyme system counterscreen, AmpLite Red fluorescence; actives 0.67% (n = 290,000); in the data active means activity change below about -30%; further: on the % scale 0 is the no-effect control and ±100 the full control effect
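Compounds tested against the coupling enzymes alone at 57.5 uM final; readout was AmpLite Red fluorescence (525/598 nm) after 20 min at RT.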
Tb PFK inh = inhibitors of T. brucei phosphofructokinase; actives 0.17% (n = 330,000); Potency, µM (highest dose often 57.5 µM), without a hit: top-dose activity, negative = inhibition, hits mostly inhibitors; O15648; T. brucei PFK, ADP-Glo luminescence;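 further: potency means the concentration at half of the fitted maximal effect; 0% = uninhibited 1x PFK enzyme wells and -100% = no-enzyme wells; nearly all actives have a fitted effect of over 60% in size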
Target sequence (O15648 whole entry, looked up): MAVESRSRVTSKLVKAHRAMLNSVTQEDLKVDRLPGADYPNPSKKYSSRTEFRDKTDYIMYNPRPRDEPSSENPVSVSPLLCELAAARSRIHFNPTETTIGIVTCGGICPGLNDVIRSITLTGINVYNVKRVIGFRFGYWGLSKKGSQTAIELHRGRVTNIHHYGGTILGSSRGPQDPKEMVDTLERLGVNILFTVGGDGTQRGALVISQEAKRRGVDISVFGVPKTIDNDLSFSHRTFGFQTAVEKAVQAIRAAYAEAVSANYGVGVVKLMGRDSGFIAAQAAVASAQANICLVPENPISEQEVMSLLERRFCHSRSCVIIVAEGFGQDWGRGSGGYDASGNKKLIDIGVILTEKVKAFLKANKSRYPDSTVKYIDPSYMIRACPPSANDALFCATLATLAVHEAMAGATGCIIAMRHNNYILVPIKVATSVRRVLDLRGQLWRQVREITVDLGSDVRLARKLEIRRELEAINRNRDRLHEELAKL
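1.25 nM PFK with 0.5 mM F6P and 0.1 mM ATP in 0.1 M TEA pH 8.0, 5 mM MgCl2, incubated 45 min at room temperature; ADP measured by ADP-Glo luminescence; compounds titrated up to 57 uM.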
Giardia kill = kills Giardia lamblia; Giardia lamblia trophozoite viability; activity change, % at 7.66 µM, hits read low; actives 0.15% (n = 340,000); in the data active means activity change below about -80%; inconclusive means between about -30% and that limit;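 further: parasites exposed to compound for two days anaerobically before the ATP read; on the % scale 0 is the no-effect control and ±100 the full control effect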
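ATP-content bioluminescence gauges trophozoite survival. Cells (100/well) receive compound and incubate anaerobically for 48 hrs at 37 deg C; detection reagent follows for 15-30 min at room temperature.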
KCNH2 3.1 block = inhibitors of human KCNH2 3.1 potassium channel isoform; AID 720553; activity change, % (tested at about 1.8 µM); U2OS KCNH2 3.1, thallium flux FluxOr; hits give low values; actives 0.95% (n = 340,000);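 active means maximum activity change below -70%; inconclusive means maximum activity change from -70% to -50%; inactive means maximum activity change above -50%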;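 further: thallium influx rate constant from kinetic fluorescence after stimulation buffer; on the % scale 0 is the no-effect control and ±100 the full control effect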
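Channel expression came from 3.1 mutant virus (1.77 x 10^8 /mL) applied to suspended U2OS cells for 4 h. Flux was tracked with FluxOr dye plus Red40 quencher, and kinetic rate constants normalized to controls.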
RORg inh = blocks mouse ROR gamma transcriptional activity; P51450; Drosophila S2 Gal4-RORgamma UAS-luciferase reporter, 20 h; actives 5.4% (n = 310,000); Potency, µM (titrated, usually from 53.6 µM), inactives show top-dose activity change, negative = inhibition, actives largely listed as inhibitors; AID 2551; further: potency means the concentration at half of the fitted maximal effect; on the % scale 0 is the no-effect control and ±100 the full control effect; nearly all actives have a fitted effect of over 60% in size
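Luciferase reporter read in Schneider cells carrying Gal4-RORγ (mouse) and UAS-Photinus luciferase; cells given compound 1 h before 700 uM copper sulfate induction, then incubated 20 h at ambient temperature.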
NPC1 promoter act = activates the NPC1 promoter | actives 2.4% (n = 320,000) | Huh7 NPC1 promoter luciferase reporter, 24 h | AID 485313 | Potency, µM (top dose mostly 9.22 µM), for the others: at the highest dose activation, actives largely listed as activators;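 further: potency means the concentration at half of the fitted maximal effect; % of control where 0% means no effect; nearly all actives have a fitted effect of over 60% in size; reporter is driven by a mutant NPC1 promoter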
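In 1536-well qHTS, Huh7 cells harboring an NPC1 promoter–luciferase construct received compound for 24 h; activation was quantified by luminescence following luciferase reagent addition.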
Gal4-VP16 FLuc = counter-screen for ROR gamma inhibitors: Gal4-VP16 reporter; Drosophila S2 Gal4-VP16 UAS-luciferase, luminescence, 20 h; Potency, µM (highest dose often 53.6 µM), for inactives: at the top dose activity, negative = inhibition, hits mostly inhibitors; actives 3.5% (n = 310,000); AID 2546;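 further: Gal4-VP16 expression switched on by copper sulfate through the metallothionein promoter; potency means the concentration at half of the fitted maximal effect; on the % scale 0 is the no-effect control and ±100 the full control effect; nearly all actives have a fitted effect of over 50% in size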
FLuc counter = counter-screen for miR-21 project: firefly luciferase inhibitors or activators; actives 6.9% (n = 360,000); AID 588342; P08659; purified FLuc, Km substrates, luminescence inhibition; Potency, µM (doses to about 57.5 µM), without a hit: at the highest dose activity change, negative = inhibition, most hits filed as inhibitors;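 further: potency means the concentration at half of the fitted maximal effect; plate controls were vehicle for no effect and reference inhibitor for full effect; nearly all actives have a fitted effect of over 55% in size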
Target sequence (P08659 whole entry, looked up): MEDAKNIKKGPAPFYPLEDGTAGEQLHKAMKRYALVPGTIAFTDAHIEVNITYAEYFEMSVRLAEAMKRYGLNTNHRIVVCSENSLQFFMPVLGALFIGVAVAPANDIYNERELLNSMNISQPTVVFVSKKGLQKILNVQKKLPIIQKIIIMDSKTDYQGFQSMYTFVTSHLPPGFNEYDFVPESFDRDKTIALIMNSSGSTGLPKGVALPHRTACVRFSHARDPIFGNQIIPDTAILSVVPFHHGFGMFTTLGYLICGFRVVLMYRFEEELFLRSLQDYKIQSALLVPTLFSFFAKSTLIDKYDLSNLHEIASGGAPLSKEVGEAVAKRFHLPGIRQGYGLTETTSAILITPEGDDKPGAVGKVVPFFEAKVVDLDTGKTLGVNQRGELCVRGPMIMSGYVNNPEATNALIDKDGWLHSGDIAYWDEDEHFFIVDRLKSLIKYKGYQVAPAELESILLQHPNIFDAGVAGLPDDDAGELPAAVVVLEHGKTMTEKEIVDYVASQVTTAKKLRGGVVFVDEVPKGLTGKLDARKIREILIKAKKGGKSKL
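Biochemical qHTS of compounds, final roughly 60 µM downward over six points, against 10 nM purified firefly luciferase using Km concentrations of substrates (10 uM D-luciferin, 10 uM ATP) in Tris acetate pH 7.5 buffer; luminescence output.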
uPA generation = inhibitors of cell surface uPA generation; Potency, µM (highest dose often 38.3 µM), for inactives: top-dose activity change, negative = inhibition, actives largely listed as inhibitors; AID 540303; actives 0.31% (n = 330,000); cell surface uPA generation assay, qHTS; active means well fitted inhibition curve with a large enough effect; inconclusive means small, poorly fitted or top-dose-only effect; inactive means no such curve, though single readings can be large or run the other way; tested in mouse RAW 264.7 cells; further: potency means the concentration at half of the fitted maximal effect; on the % scale 0 is the no-effect control and ±100 the full control effect; nearly all actives have a fitted effect of over 55% in size
Rab9 promoter act = activates the Rab9 promoter; Huh7 Rab9 promoter-luciferase reporter, luminescence, 24 h; Potency, µM (series often up to 9.22 µM), for the others: at the top dose activation, negative = inhibition, hits mostly activators; actives 2.8% (n = 320,000); AID 485297; further: potency means the concentration at half of the fitted maximal effect; % of control where 0% means no effect; nearly all actives have a fitted effect of over 60% in size
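Stable Rab9-luc Huh7, 1500 cells/well, 2 h settle; cmpd in DMSO, 24 h, 37 °C/5% CO2; luciferase reagent 10 min RT; luminescence.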
ELG1 genotoxic = inducers of genotoxicity in HEK293T ELG1-luciferase cells | actives 1.3% (n = 330,000) | Potency, µM (doses to about 46 µM), for inactives: top-dose activity change, positive = activation, hits mostly activators | HEK293T ELG1-luciferase reporter, luminescence, 16 h | AID 504466; further: potency means the concentration at half of the fitted maximal effect; % of control where 0% means no effect; nearly all actives have a fitted effect of over 60% in size
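Quantitative HTS format in 1536-well plates. HEK293T ELG1-luciferase reporter cells receive test compound and are incubated 16 hr at 37 °C, 5% CO2; ONE-Glo added, 30 min room temperature, then luminescence read.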
Numbers without * were called inactive; ? = inconclusive; / = not tested or not shown; & = joins results of further samples; [ ] = dose if it differs, or a comment. Unless noted, the call rests on the fitted dose curve; in most records, active means well fitted curve in the direction sought with a large enough effect; inconclusive means small, poorly fitted or top-dose-only effect, or another doubt; inactive means no such curve, though single readings can be large; an effect the other way counts as inactive or inconclusive.

Every second line gives: FBPA coupling cs	Tb PFK inh	Giardia kill	KCNH2 3.1 block	RORg inh	NPC1 promoter act	Gal4-VP16 FLuc	FLuc counter	uPA generation	Rab9 promoter act	ELG1 genotoxic
O=C(CNC(=O)c1ccco1)Nc1ccc2c(c1)OCCO2
  /	1%	-10	6	/	1.8µM*	/	6µM*	-10%	1µM*	1.2µM*
O=C(O)CC1S/C(=N/N=C/c2ccccn2)NC1=O (stereo not given)
  -1	4%	-3	5	-1%	-4%	1%	3%	4%	0%	-1%
Cc1ncoc1C(=O)Nc1cccc(Cl)c1
  2	-4%	-9	5	10%	?	-17%	?	/	?	?
COc1cc2c(cc1OC)CN(C(C)C(=O)N1CCc3ccccc31)CC2 (stereo not given)
  -4	-1%	8	13	2%	-10%	5%	-1%	-14%	-6%	1%
CSCC[C@H](NC(=O)OC(C)(C)C)c1nnc(SCc2ccc(F)cc2)o1
  0	0%	18	-10	33%	-2%	-19%	-2%	-3%	-5%	-11%
O=C(CNC(=S)N(CCCN1CCOCC1)Cc1cccs1)NCCN1CCOCC1
  1	1%	-16	4	-5%	5%	-6%	5%	-4%	-2%	0%
O=C(NC1CCCC1)C1CC(=O)N(C2CCCCCCC2)C1 (stereo not given)
  2	-1%	0	2	6%	-4%	-4%	-1%	1%	-1%	1%
O=C(Nc1ccccc1[N+](=O)[O-])C1C(c2ccccc2)=C1c1ccccc1
  -2	-1%	6	-21	28%	0%	-8%	12%	3%	-7%	2%
NS(=O)(=O)c1ccc(NS(=O)(=O)/C=C/c2ccccc2)cc1
  4	2%	14	-9	15%	2%	-5%	14%	-1%	-12%	-2%
CC1CCc2c(sc3nc(CN4CCN(S(=O)(=O)c5ccccc5[N+](=O)[O-])CC4)[nH]c(=O)c23)C1 (stereo not given)
  0	-17%	-21	-73*	-3%	-4%	-21%	0%	7%	0%	-6%
[O-]/[N+](=C\c1ccccc1)[C@@H]1CCCC[C@@H]1/[N+]([O-])=C/c1ccccc1
  -1	0%	6	4	?	-2%	-1%	5%	1%	9%	-1%
CN(CC(=O)Nc1ccc(F)cc1)CC(=O)N1CCc2ccccc21
  /	0%	-1	12	/	-1%	/	-2%	0%	-4%	-2%
CCOc1ccc(OCC)c(NC(=O)CSCC(=O)O)c1
  -2	2%	4	3	35%	1%	5%	-3%	2%	5%	1%
O=C(O)C1CCN(c2ccc(S(=O)(=O)N3CCOCC3)cc2[N+](=O)[O-])CC1
  4	5%	15	5	-9%	-4%	-4%[10 µM]	-4%	-2%	-8%	1%
Cc1ccc(-n2nc3c(=O)n(C(C)C(=O)NCCc4cccs4)nc(C)c3c2C)cc1 (stereo not given)
  2	2%	-9	0	?	-21%	6%	2%	-9%	-23%	-9%[9.26 µM]
c1ccc2[nH]cnc2c1
  /	/	11	18	-1%	/	-3%	/	17%	/	/
COc1ccc(OC)c(CCNC(=O)CCc2nnc3ccc(N4CCCC4)nn23)c1
  /	-10%	-8	-26	-21%	2%	-5%	4%	-3%	0%	0%
COC(=O)c1ccc(CSc2nc(-c3ccco3)cc(C(F)(F)F)n2)o1
  -1	-4%	-8	1	-20%	-1%	12%	0%	-1%	-5%	-1%
CC1CC(C)(C)CC2(C1)NC(=O)N(CC(=O)N1CCN(S(=O)(=O)c3cccc(F)c3)CC1)C2=O (stereo not given)
  /	11%	-7	-2	/	/	/	/	2%	/	1%
Cc1ccc(NC(=O)CCN2CCN(C)CC2)cc1
  0	0%	32[activator]	4	?	1%	-6%	-1%	-5%	7%	-4%
CCOC(=O)N1CCC(NC(=O)c2cc(C(=O)Nc3ccc(F)cc3F)ccc2CO)CC1
  6	1%	-25	-8	-12%	1%	4%	1%	3%	4%	-1%
COC(=O)[C@@H](Cc1ccccc1)NC(=O)NCCc1ccc(OC)c(OC)c1
  -2	0%	-6	9	1%	-1%	-9%	0%	2%	-3%	-1%
CCOC(=O)C(Cc1ccccc1)C(=O)Nc1ccc(NC(=O)C(Cc2ccccc2)C(=O)OCC)cc1 (stereo not given)
  -4	0%	-2	0	11%	6%	?	2%	4%	1%	0%
O=C(Nc1ccc(C(=O)N2CCC(O)(c3ccc(Cl)c(C(F)(F)F)c3)CC2)cc1)c1ccc(Br)o1
  /	-11%	16	-9	/	-9%	/	1%	-20%	-7%	-6%
CC(CN(C)Cc1ccccc1)OC(=O)C1COc2ccccc2O1 (stereo not given)
  -3	4%	8	10	-26%	10%	0%	-10%	4%	4%	0%
Cc1ccc(NC(=S)NC(NC(=O)Cc2cccc3ccccc23)C(Cl)(Cl)Cl)cc1 (stereo not given)
  8	5%	5	11	2%	-1%	5%	2%	4%	-2%	-11%
Fc1ccc(CSc2nc3ccccc3[nH]2)c2ccccc12
  0	3%	-6	6	4%	0%	2%	24µM*	3%	17%	5%
Cn1ccc(O)c(C#N)c1=O
  -4&8	-3%	-19	14	6%&2%	0%	5%&12%	4%	-3%	4%	-4%
C[C@@H]1CN(Cc2cn(C)nc2-c2cccc(Cl)c2)C[C@H](C)O1
  2	16%	14	29	-8%	2%	-8%	-2%	4%	-5%	-1%
O=C(O)c1ccc(-n2cccc2/C=C2/SC(=O)N(CC(=O)N3CCCC3)C2=O)cc1
  -3	?	-4	8	-11%	-3%	-6%	-1%	3%	0%	0%
Cc1c(NC(=O)COC(=O)CCc2c[nH]c3ccccc23)c(=O)n(-c2ccccc2)n1C
  /	3%	17	-10	-15%	1%	-2%	3%	-5%	-1%	-3%
COc1ccc(-c2nn(-c3ccccc3)cc2/C=C/C(=O)N2CCOCC2)cc1OC
  -1	1%	15	5	40%	0%	-1%	24µM*	0%	-2%	-1%
O=C(NCc1ccccc1CN1CCCC1)C1CCN(S(=O)(=O)c2ccc(Cl)cc2)CC1
  /	0%	-9	6	/	-1%	/	0%	?	-3%	0%
CCOc1cc(N2CCOCC2)c(OCC)cc1NC(=O)C1CC(=O)N(c2ccc(C)cc2)C1 (stereo not given)
  /	-2%	-1	2	/	-6%	/	14%	-6%	-3%	10%
COc1ccc(-c2nc(CN3CCN(c4cc(C)nc(C)c4)CC3)c(C)o2)c2ccccc12
  -2	-2%	10	-5	2%	-2%	-2%	-2%	-6%	-5%	-1%
O=C(C1CCC(CNc2c(N3CCCCC3)c(=O)c2=O)CC1)N1CCCC1 (stereo not given)
  2	-3%	-3	9	10%	1%	1%	-3%	6%	-3%	1%
COc1cc(NC(=O)COC(=O)c2cnccn2)c(C)cc1[N+](=O)[O-]
  3	0%	-2	-9	4%	4%	-2%	-1%	1%	5%	-1%
O=C(Nc1ccc(Br)cc1F)C1CC(=O)N(C2CCCCC2)C1 (stereo not given)
  0	-10%	-21	1	/	1%	/	-3%	15%	-8%	0%
CC(C)CCSc1nnc(N)s1
  -2	-3%	-12	8	-7%	11%	-1%	-4%	-4%	15%	7%
COc1cc(C(=O)NCC(=O)n2nc(C)cc2C)cc(OC)c1OC
  0	11%	4	15	-10%	-5%	0%	-1%	2%	-2%	1%
COc1cc(/C=C/[N+](=O)[O-])ccc1OCc1cccc(C(=O)O)c1
  7	?	2	5	7.1µM*	1µM*	-21%[10 µM]	0.21µM*	4%	1.3µM*	?
CC1(C)Oc2ccc(C(=O)N3CCc4ccccc43)cc2N(CC(=O)N2CCCC2)C1=O
  5	-4%	-4	-3	3%[10 µM]	-2%	6%	0%	1%	4%	0%
Cc1cccc2c1N(CCCOc1ccccc1)C(=O)C2=O
  -4	-2%	-5	3	-44%	-1%	?	?	-2%	10%	-1%
COc1ccc(NC(=O)c2nc[nH]c2C(=O)N[C@@H](C)C(=O)OC(C)(C)C)cc1
  1	2%	24	38	11µM*	-3%	?	-4%	3%	-5%	-4%
CCOC(=O)N1CCN(Cc2nc3ccc([N+](=O)[O-])cc3c(=O)n2-c2cccc(OC)c2)CC1
  -1	-1%	-14	-11	-2%	-2%	-1%	3%	1%	-2%	-12%
COc1ccc(/C(C)=N/NC(=O)c2sccc2-n2cccc2)cc1
  2	1%	19	-13	6%	1%	9%	?	-3%	15%	2%
COc1ccccc1-c1noc(CCC(=O)NC2CCCC2)n1
  /	2%	6	6	-5%	-4%	-6%	-1%	-2%	-4%	0%
CC(C)n1cnnc1SCC(=O)NCC(=O)Nc1ccc(F)cc1
  /	0%	-10	-3	/	5%	/	3%	-4%	14%	-1%
